Screens from PubChem BioAssay.
Cycloheximide cs: counter-screen for Shiga toxin inhibitors: cycloheximide protein synthesis inhibition; 12% of 300,000 active; max response, %; cell reporter, cycloheximide protein synthesis inhibition counterscreen; AID 2314; in the data active = max response mostly above about 13%, no sharp cut-off; inactive = mostly below about 14%; also: read at 38.3 µM for the half of the compounds with a filed dose; 0% is about no effect
Sm TGR inh: S. mansoni TGR enzyme inhibition; Q962Y6; purified TGR, DTNB reduction, TNB absorbance 405 nm; Potency, µM (highest dose often 114 µM), without a hit: at the top dose activity change, negative = inhibition, most hits filed as inhibitors; 3% of 360,000 active; also: potency is read from the fitted curve at half-maximal effect; % is scaled to controls: 0 for no effect and ±100 for the full control effect; nearly all actives have a fitted effect of over 60% in size
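TGR 20 nM + NADPH 100 uM (dispensed conc.), cpd preinc 15 min RT; start with NADPH (500 uM addition) then DTNB (15 mM addition). Kinetic TNB absorbance, 405 nm filter. Four-parameter Hill fit across titration.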
Pf growth 48h: P. falciparum growth inhibition at 48 hours (one generation); P. falciparum luciferase growth in erythrocytes, 48 h; Potency, µM (doses to about 28.7 µM), for inactives: at the highest dose activity change, negative = inhibition, hits mostly inhibitors; 5.9% of 310,000 active; also: potency is read from the fitted curve at half-maximal effect; % is scaled to controls: 0 for no effect and ±100 for the full control effect
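Read-out is firefly luciferase luminescence from an integrated reporter in P. falciparum, so falling signal marks reduced parasite growth. Infected erythrocytes were at 2% hematocrit and 0.1% parasitemia (final) in Albumax-supplemented RPMI 1640.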
Pf growth 96h: P. falciparum growth inhibition at 96 hours; 6.9% of 320,000 active; P. falciparum luciferase reporter growth, 96 h; Potency, µM (doses to about 28.7 µM), without a hit: top-dose activity change, negative = inhibition, hits mostly inhibitors; AID 504834; also: potency is read from the fitted curve at half-maximal effect; % is scaled to controls: 0 for no effect and ±100 for the full control effect
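Two-generation exposure (96 h) targets delayed-death phenotype. Reporter parasites carrying integrated firefly luciferase, in red cells at 2% hematocrit and 0.05% parasitemia final, kept at 37 C, 5% CO2; luminescence loss indicates inhibition.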
Giardia FBPA inh: Giardia lamblia aldolase inhibition | AID 2451 | Potency, µM (highest dose often 59.6 µM), without a hit: at the highest dose activity, negative = inhibition, most hits filed as inhibitors | 0.71% of 290,000 active | purified Giardia FBPA | A8B2U2; also: potency is read from the fitted curve at half-maximal effect; % is scaled to controls: 0 for no effect and ±100 for the full control effect; nearly all actives have a fitted effect of over 55% in size
Target sequence (A8B2U2 whole entry, looked up): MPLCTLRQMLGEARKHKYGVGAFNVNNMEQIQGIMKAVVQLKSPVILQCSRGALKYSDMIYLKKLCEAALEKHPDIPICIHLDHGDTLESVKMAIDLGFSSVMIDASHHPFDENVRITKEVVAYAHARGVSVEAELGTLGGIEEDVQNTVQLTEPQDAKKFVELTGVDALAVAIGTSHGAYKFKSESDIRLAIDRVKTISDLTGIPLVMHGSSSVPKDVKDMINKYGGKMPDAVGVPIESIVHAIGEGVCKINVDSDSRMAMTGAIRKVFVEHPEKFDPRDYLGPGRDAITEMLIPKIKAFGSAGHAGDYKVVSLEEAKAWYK
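40 nM FBPA preincubated 10 min at RT with compound (up to 57.5 uM final), then substrate plus GAPDH/TPI/NAD/arsenate coupling and diaphorase/resazurin added. Fluorescence read after 20 min at RT, 525/598 nm.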
Shiga toxin inh: blocks Shiga toxin action in Vero cells; inhibition, % at 38.7 µM; Vero cells, Shiga toxin protein synthesis inhibition reporter; AID 2315; 9.2% of 290,000 active; in the data active = inhibition mostly above about 28%, no sharp cut-off; inactive = mostly below about 43%; also: 0% is about no effect
Numbers without * were called inactive; ? = inconclusive; . = no result given; + = active, no number; & = joins results of further samples; [ ] = remark or other dose. Unless noted, calls follow the shape of the dose curve; as a rule, active = well fitted curve in the direction sought with a large enough effect; inconclusive = small, poorly fitted or top-dose-only effect, or another doubt; inactive = no such curve, though single readings can be large; an effect the other way counts as inactive or inconclusive.

Order of values – Cycloheximide cs, Sm TGR inh, Pf growth 48h, Pf growth 96h, Giardia FBPA inh, Shiga toxin inh
(1) O=C(CCNC(=O)C1CCN(S(=O)(=O)c2ccccc2)CC1)NCc1ccccc1Cl
 : -1, -5%, -22%, ?, ., -9
(2) O=C(O)CC/C(=N\Nc1ccc(S(=O)(=O)N2CCOCC2)cc1[N+](=O)[O-])c1cccs1
 : -5, ?, 6.6µM*, 12µM*, 7%, -2
(3) CCCCc1cc(=O)oc2cc(OCC(=O)N3C[C@H]4C[C@@H](C3)c3cccc(=O)n3C4)ccc12
 : -1, 7%, 11%, 8.3µM*, -2%, -6
(4) CCN(CC)S(=O)(=O)c1ccc(Cl)c(NC(=S)NC(=O)C2CCCC2)c1
 : ., -26%, 13µM*, ?, ., .
(5) O=c1cc(CN2CCN(S(=O)(=O)c3ccccc3[N+](=O)[O-])CC2)nc2sccn12
 : -1, -3%, -7%, -16%, -4%, 17
(6) CC1CC(C)CN(S(=O)(=O)c2ccc3c(c2)CCN3C(=O)CCC(=O)O)C1 (stereo not drawn)
 : 1, -10%, 17%, ?, ., 10
(7) CCOC(=O)C(Cc1ccccc1)NC(=O)CCc1nnc2ccc(N3CCOCC3)nn12 (stereo not drawn)
 : -2, -13%, ?, ?, 5%, 3
(8) Cc1ccc(S(=O)(=O)NCc2ccccc2)cc1C(=O)NCCc1ccc(S(N)(=O)=O)cc1
 : ., 2%, -29%, 5%, ., .
(9) Cc1ccc(C2=NCCn3nc4cc(C(F)(F)F)ccc4c32)cc1
 : ., -33%, ?, 38%[activator], ., .
(10) CC(=O)c1c(C)[nH]c(C(=O)Nc2nccs2)c1C
 : 40*, -7%, 365%[activator], 62%[activator], -9%, 93*
(11) COC(=O)c1cnc(Oc2c(Cl)cc(N)cc2Cl)cc1C(F)(F)F
 : 0, -6%, 7%, 29%, -14%, 18
(12) O=c1cc(Nc2ccc3c(c2)OCCO3)[nH]c(=O)n1C1CCCCC1
 : 3, -6%, 2.1µM*, 36%[activator], -8%, 23*
(13) CC(=O)C1=C(C)NC(SCC(=O)c2ccc(F)cc2)=C(C#N)C1c1ccco1 (stereo not drawn)
 : 4, -8%[11.4 µM], ., ?, -27%, 5
(14) COc1ccc(C(=O)CSc2n[nH]c(N)n2)cc1
 : 13, 2%, 17%, ., -15%, -19
(15) CCCCNc1nc2cccnc2s1
 : 22*, 2%, 56%[activator], 41%[activator], 1%, 62*
(16) CSc1ncc(C(=O)Nc2ccc(Cl)cc2)c(C)n1
 : 14, 31%, 8%, 31%[activator], 1%, 39*
(17) Cc1ccc(N2C(=O)C(CN(C)C)C2c2ccccc2)cc1 (stereo not drawn)
 : -4, 7%, ?, ?, 0%, -7
(18) O=C(CCSc1ccccc1)Nc1ncccn1
 : 30*, -4%, 27%, -13%, -1%, 5
(19) O=c1[nH]c(C(F)(F)F)nc2c1nnn2Cc1ccccc1F
 : -2, -12%, ., 7%, 11%, -21
(20) COCCNc1ncnc2c1cnn2-c1ccc(Cl)cc1
 : 43*, -1%, ., ., 0%, 73*
(21) COc1ccc(OC)c(-n2nnnc2SCC(=O)Nc2nc(C)c(C)s2)c1
 : -1, -7%, 13%, -23%, 7%, -21
(22) CCN(CC)c1ccc(/C=N/N=C(N)N)c(O)c1
 : -2, -30%, ?, ?, -14%, -22
(23) CCOC(=O)c1ccc(NC(C)=O)c([N+](=O)[O-])c1
 : -1, -7%, 13%, 20%, -1%, 4
(24) O=C1CC(c2ccccc2)NC(=O)N1 (stereo not drawn)
 : 0, 5%, 18%, 35%[activator], 7%, 1
(25) CCOc1cc2[nH]c(=O)n(CCCCC(=O)NCc3ccco3)c(=O)c2cc1OCC
 : 1, -10%, ?, -13%, 3%, 2
(26) O=C(c1cc(Cl)ccc1[N+](=O)[O-])n1cnc2ccccc21
 : -5, -31%, -18%, 23%, -6%, -3
(27) CCN(CC)CCP(=O)(c1ccccc1)c1ccccc1
 : -4, -8%, ., 14%, -2%, -4
(28) COCCCn1nnnc1SCC(=O)Nc1nc2ccccc2s1
 : 10, -1%, 9%, -25%, ., -4
(29) O=C(CSc1nnc(SCc2ccccc2)s1)NNC(=S)Nc1ccccc1
 : 1, 7%, 16%, 30%, 25%, 8
(30) O=C(CN(Cc1ccccc1)C(=O)c1csnn1)NCc1ccccc1
 : -3, ., 3%, -10%, 0%, -13
(31) N#C/C(=C(/N)Sc1ccc(N)cc1)c1ccccc1C(F)(F)F
 : 2, ., ., ., 0%&-1%, 16
(32) CCOC(=O)c1c(C)[nH]c(C(=O)NNC(=O)c2ccc(Br)cc2)c1C
 : ., 3%, 84%[activator], 71%[activator], ., .
(33) O=[N+]([O-])c1cc(C(F)(F)F)ccc1Sc1ccccn1
 : 0, 8%, 18%, ?, -12%, 4
(34) CCCCCCCCOc1c(OC)cc(/C=C/C(=O)N2CCN(c3ccc(C)c(C)c3)CC2)cc1OC
 : 5, ., ., ., 2%, 19
(35) Cc1cccc(/C(N)=N/OC(=O)c2ccc3c(c2)OCO3)c1
 : 42*, 3%, -58%, ?, -7%, 43*
(36) O=C1Nc2ccccc2C12OCCCO2
 : 1, 7%, 13%, ?, 11%, -15
(37) CC(=O)Nc1ccc(C(=O)NNC(=O)C2CC2)cc1
 : 0, -18%, -4%, 45%[activator], 8%, -7
(38) Nc1ccc(-n2nnnc2-c2ccco2)cc1
 : -1, 4%, 4%, ., 4%, -10
(39) Cc1ccc(C)c(N2CCN(c3ccc([N+](=O)[O-])cn3)CC2)c1
 : -3, -8%, ?, -20%, -5%, -4
(40) Fc1ccc([C@@H]2CCNC[C@H]2COc2ccc3c(c2)OCO3)cc1
 : -4&-5, -2%, ., ., -13%&-2%&6%, -9&25
(41) CCC(=O)Oc1cccc(C(=O)Nc2ccc(-c3nnc(-c4ccco4)o3)cc2)c1
 : 35*, -1%, ., 10µM*, 4%, 90*
(42) COCCNC(=O)CN1C(=O)COc2ccc(Cl)cc21
 : -6, -3%, 34%[activator], -10%, 10%, -16
(43) COc1ccc(Cl)cc1N(C(=O)c1ccco1)C(C(=O)NC1CCCC1)c1ccncc1 (stereo not drawn)
 : -4, -14%, -25%, ?, ., -7
(44) COc1ccc(C2c3c(ncn(CCCO)c3=N)Oc3ccc4ccccc4c32)cc1OC (stereo not drawn)
 : 1, 4%, 13µM*, 1.7µM*, 3%, -9
(45) CCOC(=O)c1[nH]c2ccc(OC)cc2c1NC(=S)N1CCN(C(=O)OCC)CC1
 : 5, -4%, ?, 122%[activator], -7%, -2
(46) O=C(CN1CCN(c2nc(-c3ccc(Cl)cc3)cs2)CC1)NCc1ccco1
 : -1, -17%, ?, -13%, -4%, 35
(47) CC(C)[C@H]1COCCS(=O)(=O)N1Cc1ccc(Cl)cc1
 : -3, -26%, 1%, 12%, 2%, -9
(48) Cc1ccc(C2(C)NC(=O)N(CC(=O)N3CCN(S(=O)(=O)c4cccc(F)c4)CC3)C2=O)cc1 (stereo not drawn)
 : -3, -5%, -19%, 12µM*, ., 2
(49) O=C(C1=C[C@@H](C2CCCCC2)C[C@@H](OCc2ccc(CO)cc2)O1)N1CCN(Cc2ccccc2)CC1
 : -1, 0%, 4.1µM*, 4.1µM*, -9%, -3
(50) CCOc1ccc(N2C(=O)CC(N3CCN(c4ccccc4F)CC3)C2=O)cc1 (stereo not drawn)
 : -2, -29%, 12%, ., 2%, -3

Next section
Order of values – Cycloheximide cs, Sm TGR inh, Pf growth 48h, Pf growth 96h, Giardia FBPA inh, Shiga toxin inh
(51) Cc1ccc2c(c1)N(CC(=O)NCCCN1CCCCC1C)C(=O)c1cccnc1O2 (stereo not drawn)
 : -3, -5%&3%, -11%, 10%, ., 3
(52) S=C(NCCc1ccccc1)NCC1CCCO1 (stereo not drawn)
 : 29*, -1%, 31%[activator], 8%, 2%, +
(53) CCN(CC)S(=O)(=O)c1cccc(-c2n[nH]c(=S)n2Cc2ccccc2)c1
 : -1, -18%, -24%, ?, 11%, -4
(54) CC(=O)c1cccc(NC(=S)NC(=O)c2ccccc2)c1
 : 46*, 28µM*, 252%[activator], 18%, ?, 103*
(55) CCCn1nc(C(=O)NNC(=O)c2cccc(S(=O)(=O)NC(C)C)c2)c2ccccc2c1=O
 : 8, 2%, 3.3µM*, 1.2µM*, ., 1
(56) COCCn1c(C)cc(C(=O)CSc2ncn[nH]2)c1C
 : 36*, -10%, -68%, 2%[5.75 µM], -13%, 71*
(57) COc1c(C)cc(Br)cc1C(=O)Nc1ccc(C)cc1[N+](=O)[O-]
 : -2, 3%, 6%, ?, 2%, -6
(58) N#Cc1ccsc1NC(=O)CSc1ncn[nH]1
 : 3, 8%, 23%, 35%[activator], -7%, -4
(59) O=C(O)/C=C/C(=O)Nc1ccc(OC(F)(F)F)cc1Br
 : 4, 0%, -23%, -23%, 9%, 8
(60) O=C(Nc1ccccc1N1CCOCC1)C1=NN(c2ccccc2)C(=O)CC1
 : ., -1%, ?, ?, ., .

One compound at a time (already shown). Screens in order: Cycloheximide cs, Sm TGR inh, Pf growth 48h, Pf growth 96h, Giardia FBPA inh, Shiga toxin inh
`Cc1ccc2c(c1)N(CC(=O)NCCCN1CCCCC1C)C(=O)c1cccnc1O2` (stereo not drawn) reads -3, -5%&3%, -11%, 10%, ., 3
`N#Cc1ccsc1NC(=O)CSc1ncn[nH]1` reads 3, 8%, 23%, 35%[activator], -7%, -4

Further records follow.
Order of values – Cycloheximide cs, Sm TGR inh, Pf growth 48h, Pf growth 96h, Giardia FBPA inh, Shiga toxin inh
(61) COc1ccc(N(Cc2cc3cccc(C)c3[nH]c2=O)S(=O)(=O)c2ccc(Cl)cc2)cc1
 : 2, -8%, ?, -1%, -8%, 14
(62) CCc1ccc(CNC(=O)c2ccc(OC3CCN(C(C)=O)CC3)c(OC)c2)nc1
 : -7, 0%, 7%, 14%, ., -16
(63) C[C@@H]1C=C(C(=O)NC2CC2)O[C@H](OCc2ccc(CO)cc2)C1
 : -2, 17%, 40%[activator], 57%[activator], 5%, -2
(64) CCOc1ccc(-n2c(O)c(C=Nc3ccc(N4CCOCC4)cc3)c(=O)[nH]c2=O)cc1
 : -5, 3%, 13%, ., -18%, -4
(65) CC1=C(C(=O)OC2CCCCC2)C(c2ccc(C)o2)C2=C(CCCC2=O)N1 (stereo not drawn)
 : 5, -3%[11.4 µM], ., ?, -6%, 4
(66) CCOC(=O)CN(C(=O)CNC(=O)c1ccco1)C(C(=O)NC1CCCCC1)c1cccc(OC)c1 (stereo not drawn)
 : 0, 0%, -17%, ?, 2%, 16
(67) COc1ccc(NC(=O)CSc2nc3ccsc3c(=O)n2CCCCCC(=O)O)cc1
 : -16, 2%, -8%, ?, 20%, -3
(68) CC(C)Oc1ccccc1/C=N/NC(=O)C1CCCC1
 : 1, -16%, -3%, 2.6µM*, 5%, -5
(69) COc1cccc(CN2C(=O)CCC2(C)C(=O)NC2CCCCC2)c1 (stereo not drawn)
 : -5, -7%, 6%, -3%, 1%, -7
(70) Cc1ccc(CN2CC(C(=O)NNC(=O)c3ccc(F)cc3)CC2=O)cc1 (stereo not drawn)
 : ., -4%, 2%, 9%, ., .
(71) O=C(CCC(=O)c1ccc(Cl)s1)Nc1ncccc1O
 : ., -35%, 22%, 46%[activator], ., .
(72) CSc1nc2ccc(NC(=O)c3cc4ccccc4o3)cc2s1
 : 30*, -13%, 66%[activator], -53%, -5%, 70*
(73) O=C1NCCc2c1[nH]c1ccccc21
 : 10&4, 0%&-2%, -5%&8%, 76%&50%[activator], -4%&1%, 1&-12
(74) COc1ccc(-c2[nH]ncc2CN2CCC(O)(c3ccc(Cl)cc3)CC2)cc1
 : -2, 2%, ?, 12µM*, -4%, -3
(75) O=C(NCCCSc1ccccc1)c1cc(Cl)ccc1O
 : -5, 0%, ?, 12µM*, ., -21
(76) C(/CCc1ccccc1)=N\n1cnnc1
 : -3, 1%, 24%, 33%, -1%, -4

Compounds as they come; about 24% have a hit in one of these screens.
